# Source: PubChem BioAssay (Johns Hopkins Ion Channel Center)
# Kir21 inh: inhibitors of mouse Kir2.1 inward-rectifier potassium channel; Inward rectifier potassium channel 2 (Mus musculus), P35561; HEK293-Kir2.1, FluxOR thallium flux fluorescence; active compounds read low; B-score at 10 µM; 310,000 compounds, 0.85% hits; AID 1672, 2009;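 active = fluorescence ratio B-score at or below minus 3 SD of library scores, with starting-brightness B-score within 2 SD, cut at about -4.2 in these data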;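 also: channel flux triggered by added potassium and thallium sulfate stimulus; B-score of peak minus minimum fluorescence over baseline after thallium stimulus; more negative B-score means stronger Kir2.1 block with less thallium influx; some compounds called inactive have numbers as strong as hits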
# Target sequence (P35561 whole entry, looked up): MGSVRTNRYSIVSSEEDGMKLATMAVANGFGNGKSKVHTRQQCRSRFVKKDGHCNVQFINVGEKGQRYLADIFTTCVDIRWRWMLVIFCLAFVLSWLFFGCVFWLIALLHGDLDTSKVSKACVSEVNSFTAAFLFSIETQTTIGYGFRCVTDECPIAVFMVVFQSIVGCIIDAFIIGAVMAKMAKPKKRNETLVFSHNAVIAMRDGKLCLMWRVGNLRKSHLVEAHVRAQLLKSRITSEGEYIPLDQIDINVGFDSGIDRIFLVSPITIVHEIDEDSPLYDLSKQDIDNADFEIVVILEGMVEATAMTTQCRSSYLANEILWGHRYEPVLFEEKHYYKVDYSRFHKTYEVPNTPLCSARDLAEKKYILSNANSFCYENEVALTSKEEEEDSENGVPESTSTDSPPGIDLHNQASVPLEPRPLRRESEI
# KCNQ2 inh: KCNQ2 potassium channel inhibitors, primary screen, cell-based, CHO-K1, FluxOR thallium flux, B-score (AID 2156); Potassium voltage-gated channel subfamily KQT member 2 (Rattus norvegicus), O88943; B-score at 10 µM; 20 min; active compounds read low; 310,000 compounds, 1.1% hits;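 active = fluorescence ratio B-score at most minus 3 library SDs, with starting brightness B-score within 2 library SDs, cut at about -5.5 in these data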
# * = called active by the depositor; i = inactive. This is a random part of the collection; about 1.8% have a hit in one of these screens.
# Every second line gives: Kir21 inh | KCNQ2 inh
> COc1ccc(S(=O)(=O)N2CCCCCC2)cc1C(=O)N(C)Cc1ccc(C(C)(C)C)cc1
    0.79 | i
> COC(=O)N(NC(=O)C(O)(c1ccccc1)c1ccccc1)c1ccccc1
    -0.04 | -7*
> CCOc1ccc(NC(=O)CSc2nncc(=O)[nH]2)cc1
    -0.07 | i
> CC(=O)Cc1nsc(NC(=O)c2oc(-c3ccccc3Cl)cc2C)n1
    -0.73 | i
> CCCn1c2ccc(F)cc2c2nnc(SCCN3CCCCC3)nc21
    -0.48 | i
> CN1CCN(C(=O)CN2C(=O)COc3ccc(S(=O)(=O)N4CCOCC4)cc32)CC1
    -1.5 | i
> Cc1c(C(=O)NCc2cccnc2)oc2ccccc12
    0.26 | i
> COc1ccc(CSc2nnc3[nH]c(=O)cc(N)n23)cc1
    1.8 | i
> Cc1ccc(NC(=O)c2cc([N+](=O)[O-])ccc2N2CCOCC2)cc1S(=O)(=O)N(C)C
    0.04 | i
> CCOC(=O)C1CCCN(C(=O)C2CCCN(S(=O)(=O)c3ccc4c(c3)oc(=O)n4C)C2)C1 (stereo unspecified)
    0.36 | i
> Cc1oc(-c2ccccc2Cl)nc1CSCC(=O)N1CCCC1
    -3.5 | i
> COc1ccc(C2=NOC(COc3ccc([N+](=O)[O-])cc3)C2)cc1 (stereo unspecified)
    -0.41 | i
> CC(=O)N1CCN(c2ccc(NC(=O)c3ccco3)cc2Cl)CC1
    0.6 | i
> COc1cc(/C=N/NC(=O)C(Cc2c[nH]c3ccccc23)NC(=O)OCC(C)C)cc([N+](=O)[O-])c1OCc1ccccc1 (stereo unspecified)
    3.4 | i
> CCCCNC(=O)CSc1nc(CCC)nc2ccccc12
    -0.34 | i
> Cc1ccccc1CNC(=O)CC1C(=O)NCCN1Cc1c(F)cccc1Cl (stereo unspecified)
    -0.86 | i
> O=C(NCC(c1ccc(F)cc1)N1CCOCC1)c1ccccc1F (stereo unspecified)
    1.2 | i
> CCC1=Nc2ccc(Br)cc2C(c2ccccc2)N1CC(=O)OC (stereo unspecified)
    -4 | i
> NS(=O)(=O)c1ccc(NC(=O)c2ccc3nccnc3c2)cc1
    0.25 | i
> O=C(CCN1C(=O)c2ccccc2C1=O)Nc1cccc(S(=O)(=O)NC2=NCCC2)c1
    -3.4 | i
> CC1CCN(C2=C(NS(=O)(=O)c3ccccc3)C(=O)c3ccccc3C2=O)CC1
    2.5 | i
> CCOC(=O)c1sc(N)c(C(N)=O)c1C
    -0.23 | i
> Cc1cc(C)c2nc(C)cc(N/N=C/c3ccc(O)cc3)c2c1
    -10* | -8.1*
> O=C(COc1ccc(F)cc1Cl)Nc1cc(S(=O)(=O)N2CCOCC2)ccc1N1CCCCC1
    0.11 | i
> S=C(Nc1ccc(Nc2ccccc2)cc1)NC1CCCCCC1
    0.27 | i
> CC1(C)Cc2noc(N)c2C(C)(C)N1O
    0.36 | i
> O=C(COc1ccc2ccccc2c1Br)N1CCOCC1
    2.4 | i
> CC1CCCCN1CCCNC(=O)c1c(O)nc2ccccn2c1=O (stereo unspecified)
    1 | i
> CCC(=O)N(Cc1cc(=O)[nH]c2ccccc12)c1ccc(C)cc1
    -0.09 | i
> COCCN1C=C2C(=O)C(C)(OC(=O)c3cccs3)C(=O)C=C2C=C1CCCC(=O)OC (stereo unspecified)
    -5.1 | i
> CCC1NC(=S)N(C2CCCCC2)C1=O (stereo unspecified)
    -1.9 | i
> O=C1CCCC(=O)C1=C1SCCS1
    -0.18 | i
> Cc1cc(NC(=O)CSCc2ccc([N+](=O)[O-])cc2)no1
    -0.68 | i
> O=C(CSc1ncnc2nc[nH]c12)Nc1ccccc1C(F)(F)F
    -1.9 | i
> COc1ccc(-n2nc(C(=O)NCC(=O)Nc3ccccn3)c3ccccc3c2=O)cc1Cl
    1 | i
> Cc1ccn2c(=O)nc(SCC(=O)NCc3ccc(F)cc3)nc2c1
    -1.3 | i
> N#C/C(=C\c1ccco1)C(=O)NCC1CCCO1 (stereo unspecified)
    -0.52 | i
> Cc1ccc(OC(=O)c2cccc(S(=O)(=O)N(C)C)c2)c(-n2nc3ccccc3n2)c1
    1.2 | i
> Cc1ccc(-c2csc3nc(C)n(N)c(=O)c23)o1
    -0.1 | i
> COc1ccc(N(Cc2cc3ccc(C)cc3[nH]c2=O)C(=O)c2ccco2)cc1
    0.51 | i
> C[C@@H]1C(=O)O[C@H]2[C@H]1CC[C@@]1(C)C(=O)C=C[C@@](C)(O)[C@H]21
    -0.08 | i
> CN(C)CCCNCCCCNC(=O)/C=N/O
    -0.47 | i
> O=C(CC1Nc2ccccc2NC1=O)Nc1ccc2c(c1)OCO2 (stereo unspecified)
    -0.7 | i
> OCCCNc1ncnc2c1[nH]c1ccccc12
    -0.83 | i
> CCC(=O)N1CCN(c2ccccc2NC(=O)COc2ccc(C(C)C)cc2)CC1
    -2.6 | i
> CCOC(=O)c1ccc(NS(=O)(=O)c2ccc3oc(=O)[nH]c3c2)cc1
    0.71 | i
> CCN(CC)c1ncc(C#N)c(N)n1
    -1.6 | i
> O=C(COC(=O)CSc1cc(Cl)ccc1Cl)Nc1ncc(C(F)(F)F)cc1Cl
    -0.73 | i
> CN1[C@@H]2CC[C@H]1CC(OC(=O)[C@H](CO)c1ccccc1)C2 (stereo partly specified)
    0.15 | i
> Cc1ccc(S(=O)(=O)Nc2ccc(N(C)S(=O)(=O)c3ccc(C)cc3)cc2)cc1
    -1.8 | i
> COC(=O)c1[nH]c(C)c(/C(O)=C2\C(=O)C(=O)N(CCN(C)C)C2c2cc(OC)ccc2OC)c1C (stereo unspecified)
    1.6 | i
> Cc1c(Cl)cccc1NC(=S)N1CCN(c2ccccn2)CC1
    0.43 | i
> FC(F)Oc1cccc2cccnc12
    2.2 | i
> CC(C)NC(=O)C(Sc1ccccc1)c1ccccc1 (stereo unspecified)
    0 | i
> O=C(NC1=NN(c2ccccc2)CC1)Nc1ccccc1F
    -0.43 | i
> Cc1ccc(CNC(=O)CN(Cc2ccccc2)S(C)(=O)=O)cc1
    -1 | i
> O=C(CCCCn1c(=O)[nH]c2ccccc2c1=O)NCc1ccc2c(c1)OCO2
    -0.69 | i
> Cc1ccc(C(=O)COc2ccccc2-c2ccccc2)cc1C
    0.11 | i
> Cc1cccc(-n2cnc(C(=O)N3CCN(C)CC3)c2)n1
    -0.96 | i
> O=C(Nc1cccc(C(=O)N2CCN(c3ccccc3)CC2)c1)c1ccco1
    0.46 | i

# Carrying on.
# Every second line gives: Kir21 inh | KCNQ2 inh
> Cc1ccc(CNC(=O)Nc2cccc(C)c2)cc1
    0.85 | i
> Cc1ccc(NC(=O)C2CCCN2C(=O)NC2CCCCC2)cc1F (stereo unspecified)
    1.3 | i
> Cc1ccc(O)c(NC(=O)c2cc(C)no2)c1
    -1.3 | i
> CCOc1ccc(C(=O)Nc2nc(C)c(C(=O)OC)s2)cc1
    -1.3 | i
> NC(=O)C1(N2CCCCC2)CCN(Cc2ccc(F)cc2)CC1
    -0.86 | i
> O=C(Nc1ccccc1Cl)c1ccccc1S(=O)(=O)c1ccccc1[N+](=O)[O-]
    -0.7 | i
> CS(=O)(=O)c1ccc(C(=O)Nc2ccc(N3CCCCC3)cc2)c(Cl)c1
    0.84 | i
> COc1ccc(N2C(=O)N(Cc3ccc(C)cc3)c3ccccc3S2(=O)=O)cc1
    -0.49 | i
> CCNC(=O)C1CCCN1S(=O)(=O)c1ccc2ccccc2c1 (stereo unspecified)
    0 | i
> CCOC(=O)C1CCN(C(=O)CN(c2cccc(C(F)(F)F)c2)S(C)(=O)=O)CC1
    1.8 | i
> CC(C)(C)c1ccc(OCC(=O)NCC(c2cccs2)N2CCOCC2)cc1 (stereo unspecified)
    -0.12 | i
> Cc1ccc(NC(=O)CSc2nnc(NC(=O)C3CC3)s2)cc1C
    0.29 | i
> COc1ccccc1NC(=O)Nc1cc(C(C)(C)C)nn1C
    0.19 | i
> CCOc1cc(NC(=O)C2CCCCC2)c(OCC)cc1NC(=O)c1ccccn1
    0 | i
> CC(=O)c1ccc(N2Cc3ccccc3/C2=N\C(=O)Nc2ccccc2)cc1
    1 | i
> CCOc1ccc(NC(=O)CCN2CCN(c3ccccc3OC)CC2)cc1
    1.5 | i
> O=C(CCNC(=O)c1ccccc1Cl)NCc1ccncc1
    -0.81 | i
> CN(Cc1ccco1)C(=O)Cn1ncc2c([nH]c3ccccc32)c1=O
    -0.44 | i
> O=Cc1s/c(=N\S(=O)(=O)c2ccccc2)n(CCCCl)c1Cl
    -0.82 | i
> CCNc1nc(Oc2ccc(C(=O)OC)cc2)nc(N2CCOCC2)n1
    -4.2 | i
> CCCN(CCC)C(=O)C1CC(=O)OC12CCCCC2 (stereo unspecified)
    1.5 | i
> Cc1cc(C)cc(C(=O)NCCC(=O)NCc2cc(=O)n(C)c(=O)n2C)c1
    -0.12 | i
> CCN(CC(=O)Nc1ccc(NC(C)=O)cc1)C(=O)CN1C(=O)NC2(CCCC2)C1=O
    -1 | i
> CCC1Sc2ccccc2N(CC(=O)NC2CCCC2)C1=O (stereo unspecified)
    -0.59 | i
> CC(C)OC(=O)c1ccc(N2C(=O)C3CC=CCC3C2=O)cc1 (stereo unspecified)
    -0.96 | i
> CCCC(=O)OC1CC(C)N(C(=O)c2ccccc2)c2ccc(C)cc21 (stereo unspecified)
    0.28 | i
> CCOC(=O)Cn1c(=O)oc2cc(S(=O)(=O)Nc3ccc(N(CC)CC)cc3C)ccc21
    0.14 | i
> COc1ccc(Cl)cc1C(=O)Nc1nc2ccc(S(C)(=O)=O)cc2s1
    -1.7 | i
> CCOC(=O)c1c(NC(=O)CN2CCN(C(=O)c3ccco3)CC2)sc(C(N)=O)c1C
    -0.21 | i
> CC(C)COc1nc2c(c(=O)n(C)c(=O)n2C)n1C
    -0.31 | i
> CC(C)c1ccc(C(=O)Nc2ccc(N3CCOCC3)cc2)cc1
    1.9 | i
> O=C(CCc1nc2ccccc2c(=O)[nH]1)Nc1ccc(F)c([N+](=O)[O-])c1
    -0.05 | i
> Cc1ccc(-n2c(C)cc(C)c(C#N)c2=O)cc1
    0.03 | i
> CCOC(=O)c1cc(C(C)(C)C)nc(SC)c1C#N
    0.59 | i
> CCOC(=O)CSc1nc(N)c(C#N)c(CC(C)C)c1C#N
    1.5 | i
> CCCN(Cc1ccccc1)C(=S)Nc1ccc(F)cc1
    -0.02 | i
> O=c1[nH]c2cc(Cl)cc(Cl)c2[nH]c1=O
    -0.1 | i
> COc1ccc(-c2cc(-c3ccc(OC)cc3)nc(-c3ccc4c(c3)NC(=O)CO4)c2)cc1
    0.04 | i
> COc1ccc(OC)c2[nH]c(C(=O)N/N=C/c3ccccc3O)cc12
    2.8 | i
> O=C1c2ccc([N+](=O)[O-])cc2C(=O)N1CNc1ccccn1
    0.49 | i
> CCCNC(=O)c1ccc(N2CCC3(CC2)CC(c2ccccc2)=NO3)c(NC(=O)c2ccc(Br)cc2)c1
    0.01 | i
> N#Cc1cc(-c2ccccc2)c[nH]c1=O
    0.1 | i
> CCO[C@H]1OC(C(=O)NCc2ccccc2)=C[C@@H](c2coc3ccccc3c2=O)[C@@H]1CCCO
    2 | i
> NC(=O)c1ccsc1NC(=O)CSc1nnc(Nc2ccccc2)s1
    0.76 | i
> O=C(O)c1cc(-c2ccc(/C=C3\NC(=O)N(c4ccc(Cl)cc4)C3=O)o2)ccc1Cl
    -0.74 | i

# The list goes on; it opens with the six that closed the last part.
# Every second line gives: Kir21 inh | KCNQ2 inh
> O=C1c2ccc([N+](=O)[O-])cc2C(=O)N1CNc1ccccn1
    0.49 | i
> CCCNC(=O)c1ccc(N2CCC3(CC2)CC(c2ccccc2)=NO3)c(NC(=O)c2ccc(Br)cc2)c1
    0.01 | i
> N#Cc1cc(-c2ccccc2)c[nH]c1=O
    0.1 | i
> CCO[C@H]1OC(C(=O)NCc2ccccc2)=C[C@@H](c2coc3ccccc3c2=O)[C@@H]1CCCO
    2 | i
> NC(=O)c1ccsc1NC(=O)CSc1nnc(Nc2ccccc2)s1
    0.76 | i
> O=C(O)c1cc(-c2ccc(/C=C3\NC(=O)N(c4ccc(Cl)cc4)C3=O)o2)ccc1Cl
    -0.74 | i
> CCCCc1cc(=O)oc2cc(C)cc(OCC(=O)O)c12
    0.47 | i
> CCOc1ccc(S(=O)(=O)N2CCCC(C(=O)N3CCCC3)C2)cc1 (stereo unspecified)
    -0.82 | i
> CC(=O)Nc1ccc2c3c(cccc13)C(=O)N(c1ccccc1)C2=O
    0.59 | i
> N#Cc1c(-c2ccc(Cl)cc2)cc(-c2ccccc2)nc1SCC(=O)O
    0.56 | i
> Cc1nc2c3cnn(-c4ccccc4)c3ncn2n1
    -0.27 | i
> CCN(CC)C(=O)CC(c1ccc2c(c1)OCO2)c1c(OC)cc(OC)c2ccc(=O)oc12 (stereo unspecified)
    1.2 | i
> CCOC(=O)c1[nH]c(C)c(/C(O)=C2\C(=O)C(=O)N(CCN(C)C)C2c2ccncc2)c1C (stereo unspecified)
    0.12 | i
> COc1ccc(C(=O)NC2CC(C)(C)Cc3occc32)cc1 (stereo unspecified)
    0.83 | i
> COc1ccc(-c2cc3nc(C)c(CCC(=O)NCc4ccc(F)cc4)c(C)n3n2)c(OC)c1
    0.64 | i
> CCCN1CCN(C(=S)Nc2ccc3nc(N4CCN(CC)CC4)cc(C)c3c2)CC1
    -0.46 | i
> C#CCNC(=O)C1=C[C@@H](c2ccccc2)C[C@@H](OCc2ccc(CO)cc2)O1
    -5.6* | i
> Cc1nn(Cc2ccccc2Cl)c2sc(C(=O)OC3CCCC3=O)cc12 (stereo unspecified)
    0.67 | i
> COC(=O)c1ccc(N2CCOCC2)c(NC(=O)c2ccc3c(c2)OCCO3)c1
    1.4 | i
> N#CCC(=O)N/N=C/c1ccc(N2N=C(c3ccccc3)CC2c2ccccc2)cc1 (stereo unspecified)
    0.06 | i
